# Large T inhibition: SV40 large T antigen inhibitors, biochemical (AID 1903) | SV40 large T antigen ATPase/helicase inhibition assay; higher % means a stronger effect | inhibition, % at 20 µM; hits with a dose series show IC50 in µM | 0.39% of 310,000 active; in the data active = a potency from the dose series; inconclusive = inhibition mostly from about 32% at the one dose, without a potency; inactive = the rest, 99 in 100 with inhibition below about 32%; note: strong numbers were not always called active
# UTI89 phage lysis: protection from phage-mediated lysis, alamar blue read-out – E. coli UTI89, K1F phage, bacterial capsule biogenesis inhibitors (AID 488966). 0.02% of 340,000 active. E. coli UTI89 K1F phage lysis, alamar blue, 2 h; higher % means a stronger effect. inhibition, % at 100 µM; hits with a dose series show IC50 in µM;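 active = phage lysis inhibition, versus mean bacterial control, above a set limit; inconclusive = no clear call, values can overlap the other calls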;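 note: capsule biogenesis inhibitors block K1F phage lysis so surviving cells raise fluorescence; higher fluorescence means more inhibition of phage lysis; actives were called in the ten point dose series up to 300 µM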
# NS5 inhibitors: flavivirus cap methylation enzyme inhibition – biochemical, confirmation dose response, primary screen (AID 588689); Dengue-2 NS5 methyltransferase capping enzyme assay, biochemical; higher % means a stronger effect; 0.3% of 340,000 active; one-dose inhibition, % at 25 µM; IC50 in µM for titrated hits; in the data active = a potency from the dose series; inconclusive = inhibition above about 29% without an active follow-up result
# GPR35 antagonists: GPR35 antagonists blocking zaprinast-driven arrestin recruitment, primary screen, imaging, U2OS, beta-arrestin-GFP, zaprinast agonist (AID 2058) | U2OS GPR35 beta-arrestin-GFP translocation imaging, zaprinast antagonism; higher % means a stronger effect | inhibition, % at 10 µM; hits with a dose series show IC50 in µM | 0.052% of 290,000 active;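 active = inhibition of at least 50% with at least 30 cells and total cytoplasm GFP at most 10,000,000; inconclusive = under 30 cells or total GFP of 10,000,000 plus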
# GPR55 LPI antagonism: GPR55 antagonists blocking LPI-driven arrestin recruitment, primary screen, imaging, U2OS, beta-arrestin-GFP, LPI agonist (AID 2013); inhibition, % at 10 µM; hits with a dose series show IC50 in µM; U2OS GPR55 beta-arrestin-GFP translocation imaging, LPI antagonism; higher % means a stronger effect; 0.13% of 290,000 active;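 active = spots per cell inhibited over 60%, with over 100 cells counted and total cytoplasm intensity under 500,000; inconclusive = wells with under 100 cells, flagged as likely toxic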;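 note: U2OS cells stably carrying GPR55 and arrestin-GFP stimulated by 5 µM LPI near EC80; imaged beta-arrestin-GFP aggregate spots per cell after agonist stimulation; plate controls were LPI-stimulated DMSO wells for no effect and DMSO wells without LPI for full effect; some results filed as inactive read as strong as hits; confirmed hits need IC50 under 10 µM and bright autofluorescent wells are also inconclusive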
# RSV CPE inhibition: RSV antiviral activity via CPE protection, HEp-2 cells, primary 10 µM value included (AID 2391); one-dose CPE inhibition, % at 10 µM; IC50 in µM for titrated hits; HEp-2 cells, RSV-induced CPE inhibition; higher % means a stronger effect; 0.13% of 310,000 active; in the data active = a potency from the dose series; inconclusive = CPE inhibition mostly from about 23% at the one dose, without a potency; inactive = the rest, 99 in 100 with CPE inhibition below about 21%; note: strong numbers were not always called active
# Salmonella PhoP GFP: inhibitors of PhoP regulon expression, primary screen, Salmonella Typhimurium, GFP reporter (AID 1863) | S. Typhimurium PhoP-regulated promoter GFP reporter, 4 h; higher % means a stronger effect | inhibition, % at 50 µM; hits with a dose series show IC50 in µM | 0.16% of 300,000 active;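 active = inhibition over 29.93%, a cutoff 3 SD above the screen mean, later confirmed by dose response; inconclusive = inhibition over 29.93% but no dose response follow-up; inactive = inhibition at most 29.93% or unconfirmed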;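 note: 0% = low Mg2+ inducing control and 100% = high Mg2+ repressing control; strong numbers were not always called active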
# HIV peptide binding: inhibitors of HIV fusion peptide binding, primary screen, biochemical, uHTS, fluorescence dequenching (AID 1986). 0.3% of 290,000 active. inhibition, % at 20 µM; hits with a dose series show IC50 in µM. cell-free peptide binding, fluorescence dequenching, 30 min; higher % means a stronger effect; in the data active = inhibition mostly above about 52%, no sharp cut-off; inactive = mostly below about 76%; note: some results filed as inactive read as strong as hits
# MgcRacGAP inhibition: MgcRacGAP GTPase-activating activity inhibitors, confirmation, biochemical, ADP Hunter fluorescence; MgcRacGAP-stimulated Rac1 GTP hydrolysis, ADP Hunter fluorescence; higher % means a stronger effect; GST-tagged Rac1 F28L mutant substrate; inhibition, % at 30 µM, or IC50 in µM where a hit was titrated; 0.6% of 340,000 active; AID 624330;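 active = first-screen hits whose inhibition reached a set limit at any dose in the follow-up dose series; inconclusive = inhibition above the set first-screen limit but never retested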;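 note: fluorescence reports GDP produced by GAP-driven GTP hydrolysis; strong numbers were not always called active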
# NS5 inhibitors pilot replicate: second read-out of NS5 inhibitors, no call of its own (marks repeat the call); inhibition, %; measured here: pilot screen replicate inhibition
# An asterisk follows results filed as active; ? = inconclusive; nt = no result given; [ ] = dose if it differs, or a comment.
SMILES,Large T inhibition,UTI89 phage lysis,NS5 inhibitors,GPR35 antagonists,GPR55 LPI antagonism,RSV CPE inhibition,Salmonella PhoP GFP,HIV peptide binding,MgcRacGAP inhibition,others
Cc1cc(OCC(O)CN2CCN(c3ccccn3)CC2)cc(C)c1Cl (centres undefined),12%,0.3%,-5%,-6%,2%,2.0%,4%,0.4%,8%,
O=C(/C=C/c1ccccc1Cl)c1ccc[nH]1,11%,3.5%,-1%,-1%,9%,6.9%,11%,1.7%,7%,
CC(=O)c1ccc(NC(=O)C2CCCO2)cc1 (centres undefined),10%,3.5%,-6%,10%,10%,2.7%,-2%,-2.0%,8%,
O=c1ccc2ccc(Oc3ccc(Cl)cc3[N+](=O)[O-])cc2o1,-5%,-0.6%,1%,-2%,-3%,2.6%,5%,-2.8%,4%,
CCOC(=O)c1sc(S(C)=O)c2c1CCc1conc1-2 (centres undefined),25%,nt,nt,6%,-2%,0.0%,4%,-3.6%,nt,
CCOC(=O)N1CCN(C(=O)c2cccc(NS(=O)(=O)c3ccc(F)c(F)c3)c2)CC1,-1%,1.0%[50 µM],-7%,13%,4%,0.3%,4%,2.0%,7%,
O=[N+]([O-])c1c(Nc2ccc(Br)cc2)ccc2nonc12,5%,0.7%[50 µM],3%,3%,-4%,1.7%,3%,1.0%,12%,
CN(CC(O)COc1ccccc1F)C1CCCCC1 (centres undefined),10%,0.2%,nt,-6%,3%,-0.1%,-1%,-0.8%,-1%,
Clc1ccc(-n2ncc3c(NCc4ccc5c(c4)OCO5)ncnc32)cc1,5%,0.3%,-8%,9%,-13%,0.7%,4%,-1.3%,6%,
COc1ccc(-c2nc3ccccc3c(=O)n2CCOc2cc(C)ccc2C)cc1,8%,-0.5%,19%,11%,-1%,9.2%,-5%,-2.2%,-4%,
c1ccc(CSc2ccc(-c3ccc4c(c3)OCO4)nn2)cc1,10%,0.6%[50 µM],-10%,-10%,-3%,2.6%,5%,-2.2%,-4%,
COc1cc(C2/C(=C(\O)c3ccc4c(c3)OCCO4)C(=O)C(=O)N2CCN2CCOCC2)cc(OC)c1OC (centres undefined),5%,1.5%[50 µM],2%,6%,5%,-0.4%,3%,-0.5%,6%,
Cc1ccc(N2C(=O)N(CC(=O)Nc3cccc(C)c3C)C(=O)C2C)cc1 (centres undefined),13%,0.5%[50 µM],-2%,nt,nt,2.5%,-6%,nt,3%,
CCOC(=O)C1=C(C)NC(SCC(=O)Nc2cc(C)on2)=C(C#N)C1c1cccs1 (centres undefined),12%,1.3%,-2%,-8%,17%,0.0%,25%,0.1%,3%,
Cc1c(C(N)=O)sc2ncn(CCOc3ccccc3)c(=O)c12,-5%,0.3%,-3%,-16%,-7%,3.0%,1%,1.2%,12%,
CC(C(=O)NC1CCCC1)N1C(=O)c2cccc3cccc1c23 (centres undefined),4%,1.8%[50 µM],4%,-1%,6%,3.4%,2%,0.3%,6%,
C=CCc1cccc2cc(C(=O)NNC(=O)c3ccncc3)c(=O)oc12,20%,-0.4%,6%,8%,8%,-0.5%,0%,5.9%,6%,
CCOc1ccccc1CNC(=O)CCC(=O)N1Cc2ccccc2Oc2ncccc21,8%,-0.1%,-5%,19%,12%,2.0%,3%,1.1%,-8%,
Cc1cc(C)n(C(=O)c2ccc(C)c(Br)c2)n1,8%,-0.1%[50 µM],-3%,-3%,-4%,2.8%,3%,2.8%,6%,
O=C1CCNCCN1[C@H](CO)Cc1ccccc1,16%,1.0%,-5%,1%,9%,1.4%,-12%,1.2%,7%,
COc1ccc(N(CC(=O)N2CCN(Cc3ccccc3)CC2)S(C)(=O)=O)cc1,3%,0.2%,-3%,2%,1%,-0.5%,-5%,-1.0%,7%,NS5 inhibitors pilot replicate=3.3
Cc1nc2ccc(Cl)cc2c(-c2ccccc2)c1C(=O)N(C)C,8%,0.0%,-8%,-8%,11%,-2.2%,1%,0.6%,11%,
COC(=O)C(NC(=O)c1ccccc1)(Nc1nc(C)cs1)C(F)(F)F (centres undefined),2%,0.0%,-4%,4%,10%,-0.7%,-1%,5.4%,0%,
COc1ccc(N(C(=O)Cn2nnc3ccccc32)C(C(=O)NCc2ccco2)c2ccc(C)o2)cc1 (centres undefined),27%,-0.7%,-12%,5%,9%,1.8%,12%,2.2%,-1%,
O=C(c1ccco1)N1CCN(c2ncnc3c2oc2ccccc23)CC1,2%,4.2%,4%,-6%,24%,6.2%,-4%,-1.6%,6%,
O=C1C2C3c4ccccc4C(c4ccccc43)C2C(=O)N1Cc1cccnc1 (centres undefined),2%,1.0%,-4%,-1%,5%,0.0%,-4%,-2.5%,15%,
COc1cc(OC)c(C(=O)O/N=C(\N)c2ccccn2)cc1OC,11%,0.3%,-7%,3%,-2%,1.2%,8%,-3.3%,11%,
CCOC(=O)N1CCN(C(=O)CCCOc2ccccc2)CC1,14%,0.2%,-1%,3%,2%,0.9%,-9%,-0.2%,12%,
CSc1nc2ccccc2n1Cc1cccc(F)c1,-3%,0.3%,nt,7%,22%,0.1%,36%,0.7%,9%,
CNC(=O)c1ccccc1Nc1ccc(SC(F)F)cc1,6%,0.3%,3%,5%,-15%,?,-5%,0.7%,8%,
Cc1ccc(Oc2nc3ccccn3c(=O)c2/C=C(\C#N)C(=O)Nc2c(C)n(C)n(-c3ccccc3)c2=O)cc1,24%,2.9%,-10%,2%,1%,3.5%,13%,-2.3%,8%,
Cc1ccccc1N1CCN(Cc2cccc(C(=O)O)c2)CC1,-1%,-0.1%,-2%,10%,6%,1.1%,-12%,22%,3%,
O=C(Cc1ccccc1[N+](=O)[O-])Nc1ccc(S(=O)(=O)N2CCCC2)cc1,6%,0.3%,-5%,-14%,-10%,3.1%,3%,-0.8%,4%,
COc1ccc(-n2c(COc3ccccc3)nnc2SCC(N)=O)cc1,12%,-0.2%,-2%,8%,-4%,1.9%,1%,-1.7%,-2%,
O=C1C=CC(=C(c2ccc(O)cc2)c2ccc(O)cc2)C=C1,nt,-0.7%[50 µM],-11%,nt,nt,-1.8%,nt,nt,11%,
CCOC(=O)N1CCN(S(=O)(=O)CCNC(=O)c2ccccc2)CC1,0%,1.1%[50 µM],0%,nt,nt,-0.8%,-1%,nt,3%,
Cc1nn(C)c2nc(-c3cccs3)cc(C(F)(F)F)c12,10%,0.1%,-1%,1%,-2%,-0.3%,2%,-1.5%,0%,
O=C(NCc1ccccc1Cl)C(=O)c1cn(CC(=O)N2CCOCC2)c2ccccc12,16%,-0.1%,-3%,27%,11%,0.9%,4%,-3.2%,nt,
O=C(COc1ccccc1)NCc1ccc(-n2cccc2)cc1,16%,0.1%,4%,11%,12%,1.1%,6%,2.0%,8%,
CCOC(=O)c1oc2c(CN3CCN(C)CC3)c(O)ccc2c(=O)c1-c1ccc(Br)cc1,9%,0.5%[50 µM],-8%,2%,7%,4.1%,11%,0.8%,-1%,
Cc1cc(Cl)ccc1OCCCC(=O)N1CCCCC1,4%,12%,-6%,-2%,6%,16%,5%,0.9%,4%,
O=C(CSc1nnc(CNC(=O)c2ccco2)o1)Nc1cccc(C(F)(F)F)c1,8%,0.0%,-3%,-9%,9%,2.6%,-7%,1.3%,-2%,
Cc1ccc(S(=O)(=O)N(CC(=O)Nc2cccnc2)c2cccc(Br)c2)cc1,15%,-1.3%[50 µM],0%,-3%,28%,0.2%,0%,-0.2%,10%,
COc1ccc(Cl)cc1NC(=O)NCC1CCN(Cc2ccccc2F)CC1,11%,0.2%,-2%,2%,8%,6.8%,10%,-0.7%,3%,
CCOCCCn1c(SCC(=O)Nc2ccc(C(N)=O)cc2)nc2ccccc2c1=O,11%,-0.2%,2%,-12%,6%,-0.2%,-4%,1.9%,3%,
CC(OC(=O)c1ncc(Cl)c(Cl)c1Cl)C(=O)NC1CCCCC1C (centres undefined),10%,1.0%[50 µM],0%,nt,nt,0.2%,3%,nt,5%,
COC(=O)c1ccccc1NC(=O)Cn1cnc2cc(C)c(C)cc21,3%,0.2%,6%,6%,2%,2.0%,-9%,-1.7%,-1%,
COc1ccccc1NC(=O)Cn1c(=O)n2nc(C)nc2c2ccccc21,9%,-2.4%,-1%,-2%,4%,0.5%,2%,-3.0%,3%,
CC1(C)Oc2ccc3ccc(=O)oc3c2[C@H](O)[C@H]1O,nt,0.1%,-4%,nt,nt,1.9%,nt,nt,3%,
CCCCC(=O)N(c1ccc(C(=O)O)cc1)c1nc(-c2ccc(Cl)cc2)c(CC)s1,20%,-0.6%,-9%,-2%,-4%,5.4%,0%,60%,-2%,
COc1cccc(C(=O)C2CCCN(Cc3cccc(-n4cccn4)c3)C2)c1 (centres undefined),8%,1.2%,3%,-19%,9%,-2.0%,-5%,-0.7%,13%,
CCc1ccc(/C=C2/SC(=S)N(CCC(=O)Nc3cccnc3)C2=O)cc1,-1%,0.7%[50 µM],?,-11%,7%,1.5%,-4%,28%,2%,
C/C=C(\C)C(=O)N1CCC(C(=O)c2ccccc2)CC1,10%,0.1%,1%,-3%,0%,1.8%,-5%,-0.8%,11%,
CC1(C)c2[nH]c3ccccc3c2C[C@@H]2C(=O)N(Cc3ccccc3F)C(=O)N21,17%,7.8%,-2%,nt,nt,12%,4%,nt,8%,
COc1ccc(S(=O)(=O)Nc2cccc(-c3ccc(N4CCCCCC4)nn3)c2)c(OC)c1,13%,0.8%,4%,8%,-4%,nt,4%,1.4%,12%,
Cc1ccc(C)c(NC(=O)CN(C)C(=O)c2cc(-c3cccs3)nn2-c2ccccc2)c1,16%,-0.2%[50 µM],-6%,-10%,17%,3.8%,5%,2.8%,9%,
Cn1c(SCC(=O)N2CCCC2=O)nc2ccccc21,11%,1.7%,-4%,-1%,2%,-0.7%,-2%,-0.9%,7%,

# High-throughput results (PubChem)

# Outcome played no part in choosing rows; 1.5% or so of the library scored in one or more.
